# Bioassay records as filed in PubChem BioAssay.
# GALR2 antag – GALR2 (human) receptor antagonism. O43603. GALR2-expressing cells, antagonist mode. inhibition, % at 4 µM. hit rate 0.39% among 140,000. AID 828; in the data active means inhibition above about 27%;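 further: cells stimulated with galanin 1-16 at roughly its EC80; 0% = agonist challenge control and 100% = basal control without agonist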
# Target sequence (O43603 whole entry, looked up): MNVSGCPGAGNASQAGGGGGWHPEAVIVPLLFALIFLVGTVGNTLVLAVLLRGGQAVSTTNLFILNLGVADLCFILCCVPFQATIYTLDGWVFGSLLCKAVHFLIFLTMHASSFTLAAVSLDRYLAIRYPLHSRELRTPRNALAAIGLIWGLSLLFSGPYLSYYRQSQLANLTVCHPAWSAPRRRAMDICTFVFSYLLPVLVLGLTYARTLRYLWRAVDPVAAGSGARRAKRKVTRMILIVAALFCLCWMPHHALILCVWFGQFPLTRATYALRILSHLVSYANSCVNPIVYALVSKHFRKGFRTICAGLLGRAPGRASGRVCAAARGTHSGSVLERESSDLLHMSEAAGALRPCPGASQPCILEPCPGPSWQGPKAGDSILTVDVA
# bCat KO growth – beta-catenin-lacking colon tumor cell growth suppression | AID 818 | hit rate 1.5% among 140,000 | HCT116 beta-catenin knockout viability, CellTiter-Glo, 60 h; active compounds read low | viability, % at 10 µM;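 active means viability at or under a set limit, the compound median less 4 SD, cut at about 6% in these data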;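 further: 0% = Hyamine 1622 control at 20 µM and 100% = untreated cell control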
# Yeast life ext – yeast lifespan extension | S. cerevisiae growth with nicotinamide, OD615; deaD strain in restrictive glucose medium | inhibition of the nicotinamide effect, % at 10 µM | hit rate 0.68% among 130,000;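 active means inhibition above a set limit, placed 3 SD over the median of all compounds, cut at about 26% in these data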;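 further: 0% = nicotinamide-treated wells and 100% = cells grown without nicotinamide; some compounds called inactive have numbers as strong as hits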
#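 Assay system: engineered S. cerevisiae DeaD replicative-lifespan strain, galactose-grown log-phase cells; medium: restrictive CSMM-D dextrose medium; also added: nicotinamide, 1.5 mM, co-present with compound; schedule: 48 h compound exposure at 30 °C, humidified; detection: absorbance at 615 nm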
# MRP1 act – activates MRP-1 | AID 799 | H69AR cells + doxorubicin, viability rescue, CellTiter-Glo | hit rate 0.61% among 140,000 | viability increase, % at 10 µM;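 active means viability gain under doxorubicin at or above a set limit, the compound median plus 3 SD, cut at about 4.7% in these data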;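 further: MRP-1 overexpressing cells given doxorubicin 25 µM after compound pretreatment; 18-22 h compound pretreatment then 72 h with doxorubicin before readout; 0% = doxorubicin-only wells and 100% = vehicle-treated cells without doxorubicin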
# PTEN del growth – PTEN-deleted cell growth suppression; HCT116 PTEN-null viability, CellTiter-Glo, 60 h; active compounds read low; viability, % at 10 µM; hit rate 1.2% among 140,000; AID 827;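 active means viability at or below a set limit, 4 SD under the median of all tested compounds, cut at about 3.7% in these data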;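 further: PTEN knockout HCT116 line with beta catenin targeted HCT116 as companion control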
# NPY Y2 blocker – blocks the human neuropeptide Y Y2 receptor | P49146 | NPY-Y2 expressing cells, antagonist mode | hit rate 0.99% among 140,000 | inhibition, % at 2.7 µM; in the data active means inhibition above about 17%;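 further: 0% = vehicle with agonist challenge and 100% = reference antagonist with challenge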
# Target sequence (P49146 whole entry, looked up): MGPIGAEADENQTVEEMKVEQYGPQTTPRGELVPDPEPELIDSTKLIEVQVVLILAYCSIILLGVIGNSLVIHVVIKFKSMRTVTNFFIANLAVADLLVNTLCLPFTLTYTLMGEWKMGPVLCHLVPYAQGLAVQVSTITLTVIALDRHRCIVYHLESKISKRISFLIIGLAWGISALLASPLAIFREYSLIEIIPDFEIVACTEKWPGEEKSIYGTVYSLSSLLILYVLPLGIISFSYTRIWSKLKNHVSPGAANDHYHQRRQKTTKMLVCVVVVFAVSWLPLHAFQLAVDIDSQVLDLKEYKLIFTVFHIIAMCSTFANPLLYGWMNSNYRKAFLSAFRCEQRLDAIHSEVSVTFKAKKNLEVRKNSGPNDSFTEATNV
# BB579 growth dn – reduces growth of yeast BB579 in restrictive medium; AID 804; S. cerevisiae BB579 growth, OD615, 48 h; hit rate 0.51% among 140,000; inhibition, % at 10 µM;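 active means inhibition above a set limit, 3 SD over the mean compound inhibition, cut at about 44% in these data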; further: inactives centre near -24
#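 System: DeaD yeast strain BB579; buffer or medium: CSMM-D dextrose restrictive medium; technique: OD at 615 nm; schedule: 4 h cell preincubation, 48 h compound exposure, 30 °C humidified; doses: single 10 µM dose; controls: amphotericin B 10 µg/mL, positive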
# Phagocyt inh – macrophage phagocytosis inhibition; J774A.1 macrophage IgG-bead phagocytosis, imaging; inhibition, % at 5 µM; hit rate 0.07% among 110,000;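 active means inhibition above the mean of the plate negative controls plus 5 SD, cut at about 13% in these data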;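 further: phagocytic index as fraction of beads internalized from green versus red external bead signal; plate controls were DMSO negative control for no effect and cytochalasin-D positive control for full effect; some results beyond the cut were filed as inactive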
# E-sel TNF inh – TNF alpha driven E-selectin expression inhibition; HUVEC TNFa-induced E-selectin immunofluorescence, high content; inhibition, % at 2 µM; hit rate 0.71% among 120,000;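 active means inhibition above the batch mean plus 3 SD, and confirmed as a hit on visual image review, cut at about 43% in these data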;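 further: 0% = TNF-stimulated DMSO wells and 100% = unstimulated control wells; not every result past the cut was called active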
# Measles CPE – protection of cells from measles virus | Measles virus-infected cells, CPE protection, absorbance | AID 841 | hit rate 1.5% among 140,000 | protection (pct of control), % at 4 µM; in the data active means protection mostly above about 24%, no sharp cut-off; inactive means mostly below about 26%; further: some compounds called inactive have numbers as strong as hits
# Starred values were filed as active, the others as inactive; . = no result given.
SMILES,GALR2 antag,bCat KO growth,Yeast life ext,MRP1 act,PTEN del growth,NPY Y2 blocker,BB579 growth dn,Phagocyt inh,E-sel TNF inh,Measles CPE
O=C(Cc1ccc(Br)cc1)N1CCN(c2ccc(F)cc2)CC1,-11,98,-8,-0.5,112,0,-60,-1,5,8
CC(C)Oc1ccc(C2CC(=O)N(c3ccc(N(C)C)cc3)C2=O)cc1 (stereo not given),5,99,.,0.6,88,3,-40,.,-5,10
CC(C)c1onc(C(=O)N2CCCCC2C)c1[N+](=O)[O-] (stereo not given),-5,94,1,-1.7,102,0,9,-10,.,6
NC(C(=O)O)C1CC(Cl)=NO1 (stereo not given),-5,95,5,0.0,94,5,-24,.,.,1
CC(NC(=O)c1cccc(C(F)(F)F)c1)C1CCCO1 (stereo not given),-3,93,-2,-0.1,112,4,-79,2,-14,11
COc1ccccc1N1CCN(C(=O)CSc2ncccc2-c2nc3ccccc3[nH]2)CC1,-17,91,-2,-2.5,93,2,-27,-1,8,4
COc1ccc(Cn2nnnc2C(c2ccc(N(C)C)cc2)N2CCC(C)CC2)cc1 (stereo not given),1,62,-7,-3.9,54,16,1,-4,3,19
CC(C)c1cc(=O)oc2c3c4c(cc12)CCCN4CCC3,-2,80,-19,-3.0,70,0,-41,1,-59,20
Cc1cccc(CCNS(=O)(=O)c2ccc(S(=O)(=O)N3CCCCC3)cc2)c1,2,90,-8,-3.5,94,0,-62,0,-4,7
CS(=O)(=O)Nc1ccc(C(=O)N2CCCCC2)cc1,7,98,-29,-1.8,91,1,-26,-1,3,5
O=S(=O)(c1cccc(S(=O)(=O)N2CCC(Cc3ccccc3)CC2)c1)N1CCOCC1,-4,92,0,-3.3,76,1,-2,.,-21,6
CCC(=O)Nc1ccc(C(=O)NNC(=O)Cc2ccccc2)cc1,-3,100,-1,-0.1,100,0,10,.,.,5
O=C(N/C(=C/c1cccs1)C(=O)N1CCCCCC1)c1ccccc1,3,101,.,-2.1,101,-1,-38,.,14,25
Cc1nn2c([nH]c(=O)c3ccccc32)c1C=O,9,93,-27,-1.3,102,2,30,-1,-2,4
CCN1C(=O)C2(SC(NC(C)=O)=NN2C(C)=O)c2cc(C)cc(C)c21 (stereo not given),-8,88,1,-3.5,92,2,-1,-8,.,6
Cc1ccccc1C(=O)Nc1cccc(N)c1,2,98,-7,-3.1,97,1,1,-1,10,9
CCN1CCN(C(c2cccs2)C(C)NC(=O)C(C)C)CC1 (stereo not given),21,94,-5,-3.4,100,1,-22,.,-37,28
CC1(C)Cc2c(cnn2-c2ccccc2)C(=O)/C1=N\NC(=O)c1ccccc1N,-4,90,2,0.2,104,1,-16,-1,17,8
O=C1CCc2cc(S(=O)(=O)NC(Cc3ccccc3)C(=O)NCC3CCCO3)ccc2N1 (stereo not given),1,93,-6,-2.8,96,3,-9,0,.,37
CC(C)NC(=O)c1cc2cc([N+](=O)[O-])ccc2s1,-10,96,-6,-1.9,91,3,-20,1,-1,9
O=C(C1CCN(S(=O)(=O)c2cccc3cccnc23)CC1)N1CCN(c2ccc(Cl)cc2)CC1,-8,12,-6,0.8,16,3,-93,0,.,19
CCOCCCNC(=S)Nc1ccc2nc(N3CCCC3)cc(C)c2c1,5,84,-2,-2.4,81,4,-20,.,17,9
N#Cc1cnn(-c2ccccc2)c1N,-4,101,-6,0.5,107,8,-54,0,.,8
CCOC(=O)C1CCN(C2CC(=O)N(c3cccc(Cl)c3)C2=O)CC1 (stereo not given),-3,98,10,-2.1,98,3,-19,2,-34,29
O=C1CCC(C(=O)NCc2cccnc2)N1 (stereo not given),-9,90,.,-0.1,100,1,-46,.,4,9
O=C1CN(C(=O)c2cc3ccccc3o2)c2ccccc2N1,20,96,19,-3.6,90,1,-32,-3,.,15
COCCNC(=S)N/N=C/c1ccccc1C(=O)O,0,99,-3,-1.7,100,2,-25,.,5,16
O=C(/C=C/c1ccccc1[N+](=O)[O-])NCC1CCCO1 (stereo not given),11,98,2,-1.0,102,1,-18,.,-2,7
COCCN(C(=O)COc1ccccc1)c1nnc(-c2cccnc2)s1,-7,95,-9,-1.1,97,1,-85,0,28,9
CCCCCCCCNC(C)C(O)c1ccc(SC(C)C)cc1 (stereo not given),8,1.6*,-8,-4.1,1.3*,5,16,.,.,1
O=[N+]([O-])c1ccc(N/N=C/c2c[nH]c3ccccc23)cc1,36*,70,-2,-2.5,70,-8,-45,.,39,5
CCOC(=O)N1CCN(C(=O)C2CCN(S(=O)(=O)c3ccc(C)cc3)CC2)CC1,-6,103,-12,0.3,101,1,5,0,-3,11
Cc1ccc(NC(=O)COC(=O)CNC(=O)c2ccc(Br)cc2)c(C)c1,11,98,11,-1.1,103,4,-21,-3,.,14
COC(=O)c1noc(-c2ccc(C)cc2)n1,6,99,-15,-0.2,109,4,-54,0,11,17
CC(C)n1c(NCCc2ccccc2)nc2c1c(=O)n(C)c(=O)n2C,20,71,.,1.4,58,5,-26,.,13,5
N#Cc1c(/N=C/C=C/c2ccccc2)sc2c1CCCC2,3,82,-9,-2.8,85,7,-2,.,0,26
Cc1cccc(-c2nnc(-c3ccc(N)cc3)o2)c1,15,113,-24,-2.5,94,3,-18,2,7,16
Cc1cc(=O)[nH]c(SCC(=O)O)c1C#N,0,109,-3,-0.6,104,3,-4,0,-10,2
CCn1c(CNc2ccc(C)cc2)nnc1SCC(N)=O,11,98,.,0.8,109,0,-20,.,21,22
COc1cc(/C=C/C(=O)O)cc(S(=O)(=O)Nc2ccccc2Cl)c1OC,20,100,-2,-1.3,100,0,-26,-3,.,3
CC(=O)Nc1ccc(/C=N/NC(=O)c2cccc(S(=O)(=O)N3CCOCC3)c2)cc1,-10,101,2,-1.8,98,2,-34,-2,.,2
O=C(COC(=O)CSc1ccc2ccccc2c1)NC1CC1,6,92,-4,-1.2,88,14,3,-9,-3,5
CCSc1ncc(Cl)c(C(=O)Nc2ccc(S(=O)(=O)Nc3onc(C)c3C)cc2)n1,-2,103,0,-0.1,104,1,-59,-1,-9,5
COc1ccc(Cc2nnc(NC(=O)C3CCCO3)s2)cc1OC (stereo not given),-3,101,-7,0.1,96,3,-5,-1,-27,20
COC(=O)NCCOc1cc(C)ccc1C,4,99,-9,-0.7,95,-1,-94,-1,19,5
O=C(Oc1cc(=O)oc2ccccc12)c1ccco1,1,100,8,0.7,102,2,-70,-2,.,8
COc1ccc(CCNC(=O)CSc2cn(Cc3ccccc3)c3ccccc23)cc1OC,0,93,10,-1.4,89,7,-35,.,-2,4
CCOC(=O)C1=C(C)N(CCCC(=O)O)C(=O)NC1c1ccc(OC)cc1 (stereo not given),-13,91,0,0.2,94,-4,-4,.,-24,6
Cc1ccc(C(=O)N/N=C(/CC(=O)c2cccs2)C(F)(F)F)cc1,6,89,0,0.9,85,4,-18,-9,.,36
C/C(=N\O)C(C)NC(=O)c1ccccc1 (stereo not given),1,91,-3,-2.0,94,-2,-26,-9,.,7
CC(C)=CC1C(C(=O)Nc2ccc(Br)cn2)C1(C)C (stereo not given),-7,72,-21,-0.5,76,11,-4,10,-42,25
C=C(C)COc1ccc2c(C)c(CC(=O)OC)c(=O)oc2c1C,-4,13,-19,0.9,48,4,-6,.,-7,4
Cc1n[nH]c(C)c1-c1nc2ccccc2[nH]1,-2,95,8,-1.4,96,1,-27,.,.,5
Cc1ccc2c(C)nc(SC(C(=O)c3ccccc3)c3ccccc3)nc2c1 (stereo not given),-20,95,5,-1.6,89,8,-37,.,.,3
O=C(CSc1nnc(Cc2ccccc2)n1-c1ccccc1)N1CCOCC1,1,88,-5,0.2,100,4,-29,-1,-31,6
O=C(NCCc1ccccc1)c1ccc(-c2ccccc2C(F)(F)F)o1,0,78,13,-2.2,94,9,-23,.,.,3
CN(CCCNC(=O)Cn1cc2c(n1)CCCC2)C1CCCCC1,5,92,-2,-2.9,103,2,-36,0,-1,17
CCC(C)(C)n1nnnc1CN1CCSCC1,9,97,1,0.3,109,6,6,0,-10,2
Cc1cc(Nc2ccc(C)c(F)c2)n2ncnc2n1,5,94,0,-3.5,91,5,-13,-1,-6,5
ONC(=Nc1ccccc1)c1ccc(Cl)cc1,2,98,-12,-4.1,78,1,-53,-1,.,14

# The list goes on.
SMILES,GALR2 antag,bCat KO growth,Yeast life ext,MRP1 act,PTEN del growth,NPY Y2 blocker,BB579 growth dn,Phagocyt inh,E-sel TNF inh,Measles CPE
CC(C)N(Cc1ccccc1)S(=O)(=O)N(C)C,-10,98,1,-0.6,97,3,5,4,-8,18
CCOc1ccccc1NC(=O)CCC(=O)O,4,105,-1,-0.1,114,0,-19,.,-33,17
Cc1c(CCO)c(=O)n(-c2ccccc2)n1S(=O)(=O)c1c(Cl)cc(Cl)cc1Cl,8,104,15,-2.4,98,-2,-36,.,-14,2
O=C(CSc1nnc(-c2ccncc2)n1-c1ccc(F)cc1)NC(=O)NCc1ccco1,-7,80,-1,-2.5,81,3,-43,.,10,7
CC(=O)Nc1ccc(OC(=O)c2cc3cc(Br)cc(Br)c3oc2=O)cc1,-7,80,-2,-1.1,78,1,-38,5,.,3
COc1ccc(C(=O)NCC(=O)OCc2cccc(Br)c2)cc1,1,105,-15,1.3,106,4,-33,.,-29,3
CCCCc1ccc(Nc2ncnc3nc[nH]c23)cc1,-4,83,-11,2.2,71,-2,8,-1,-1,17
CCN(CC)C(=O)CSc1nc2nc(C)cc(C)c2c(=O)[nH]1,-10,92,-2,-2.2,97,2,-35,6,-7,6
O=C(/C=C/c1cccc([N+](=O)[O-])c1)NCCc1ccc(F)cc1,3,92,-8,0.0,92,9,-7,-8,0,15
CCOc1ccccc1-n1c(SCC(=O)N(C(C)C)C(C)C)nnc1-c1cccnc1,6,98,-5,-1.4,87,0,-21,-2,-17,0
COc1ccc(CC(=O)Nc2cccc(C(=O)NN3C(=O)c4ccccc4C3=O)c2C)cc1,5,88,-2,-1.0,93,1,-13,0,-7,3
CCCOc1cccc(OCCSc2nc(C)cc(=O)[nH]2)c1,0,94,-22,-3.9,101,4,-35,-2,-2,15
O=C1c2ccccc2NC(c2ccc3c(c2)OCCO3)N1c1ccc2c(c1)OCCO2 (stereo not given),3,95,-6,-1.5,86,2,-62,0,-10,6
CCOC(=O)c1c(-c2ccc(C)cc2)csc1NC(=O)CCN1CC(C)OC(C)C1 (stereo not given),-4,91,-12,-3.7,93,8,13,-8,5,27

# Rows are unselected; any-hit rate near 6.2%.
